eLon inh = inhibitors of E. coli Lon protease, primary screen, biochemical, fluorescence polarization | 360,000 tested, 0.42% active | inhibition, % at 7.94 µM | P0A9M0 | AID 602123, 2011 | purified E. coli Lon protease; in the data active means inhibition above about 13%, passing the limit was not always enough;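 further: 0% = enzyme with probe and DMSO and 100% = no enzyme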
CendR NRP1 mod = modulators of CendR peptide binding to NRP-1, primary screen, biochemical, fluorescence polarization, uHTS; Neuropilin-1 (Homo sapiens), O14786; FAM-RPARPAR peptide binding to NRP-1; inhibition, % at 25 µM; 360,000 tested, 0.85% active;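 active means inhibition or corrected inhibition above about 18%, plus a signal ratio from 0.5 to 1.5, limit read from the data, passing the limit was not always enough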; further: strong numbers were not always called active
bovine MsrA act = bovine MsrA enzyme activators, primary screen, biochemical, absorbance, HTS. purified bovine MsrA, absorbance read-out. 360,000 tested, 0.3% active. Methionine sulfoxide reductase A (Bos taurus). activation, % at 10.6 µM; in the data active means activation above about 7.5%;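 further: 0% = vehicle and 100% = reference activator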
MsrA inhibitor = bovine MsrA enzyme inhibitors, primary screen, biochemical, absorbance, HTS. 360,000 tested, 0.75% active. purified bovine MsrA, absorbance read-out. inhibition, % at 15.5 µM. Methionine sulfoxide reductase A (Bos taurus); in the data active means inhibition above about 4.5%;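 further: 0% = vehicle wells with enzyme and 100% = reference inhibitor wells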
SKN-1 block = suppressors of acrylamide-induced Pgst-4::GFP reporter in worms, primary screen, SKN-1 inhibitor project, whole organism, uHTS, GFP/RFP fluorescence ratio, strain VP596. C. elegans VP596 Pgst-4::GFP/RFP ratio, 24 h. inhibition, % at 21.8 µM. 360,000 tested, 0.49% active. AID 624304, 2012;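 active means interference check ratio from 0.5 to 1.5 plus GFP to RFP signal ratio inhibition reaching or exceeding a fixed threshold, cut at about 30% in these data, passing the limit was not always enough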; further: some compounds called inactive have numbers as strong as hits
FAS TE block = FAS thioesterase domain inhibitors, primary screen, biochemical, fluorescence intensity, uHTS. Fatty acid synthase (Homo sapiens), P49327. recombinant FAS-TE, OMFH fluorogenic substrate, fluorescence endpoint. inhibition, % at 15 µM. 360,000 tested, 0.67% active. AID 602261, 2012;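 active means compounds whose normalised, plate-corrected inhibition of enzyme fluorescence in the single-dose primary screen is 50% or more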;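 further: 0% = DMSO with enzyme and 100% = substrate without enzyme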
Neddylation inh = inhibitors of cullin neddylation, primary screen, biochemical, TR-FRET, uHTS, NAE and Ubc12; calls only at 25 µM; 360,000 tested, 0.58% active; AID 651699, 2012; in the data active means inhibition above about 36%
Rin1 Abl inh = inhibitors of Rin1-Abl protein binding, primary screen, biochemical, TR-FRET; Tyrosine-protein kinase ABL1 (Homo sapiens) + Ras and Rab interactor 1 (Homo sapiens), …; 360,000 tested, 0.4% active; inhibition, % at 7.35 µM; in the data active means inhibition above about 5%, passing the limit was not always enough
MT1-MMP act inh = blockers of MT1-MMP proenzyme processing, primary screen, HT1080 RFP-PRO-GFP cells, GFP/RFP fluorescence. GFP/RFP ratio fluorescence, overnight; percent of plate control window, DMSO zero. GFP/RFP ratio change, % at 20 µM. 360,000 tested, 0.061% active. AID 651647, 2012;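 active means GFP/RFP ratio change of at least 30% with cell ATP level not reduced by more than half and red fluorescence within 50% of control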; further: strong numbers were not always called active
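Assay system: HT1080 cells carrying an RFP-PRO-GFP reporter | Dosing: Single dose of 20 µM compound, 1% DMSO final | Incubation: Cells overnight before dosing, compound overnight, 37 °C, 5% CO2 | Evaluation: GFP/RFP fluorescence ratio | Control set: DMSO and RFP-L50D-GFP cell wells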
Numbers without * were called inactive; i = inactive; · = not tested or not shown.

SMILES	eLon inh	CendR NRP1 mod	bovine MsrA act	MsrA inhibitor	SKN-1 block	FAS TE block	Neddylation inh	Rin1 Abl inh	MT1-MMP act inh
O=C(CSc1nnc(-c2ccccc2Br)o1)N1CCN(C(=O)c2ccco2)CC1	4	-7	-1	-0.6	10	-2	i	-1	0
Clc1ccc2c(N/N=C/c3cccnc3)ccnc2c1	-1	-7	-4	1.6	4	3	i	-6	8
CC(C)CC(=O)CC1(O)C(=O)Nc2ccccc21 (stereo not drawn)	4	-8	-3	0.1	9	-7	i	-2	-4
COc1ccc(/C=C(/NC(=O)c2cccc([N+](=O)[O-])c2)C(=O)O)cc1OC	0	6	-9	2.3	1	-7	i	2	-2
COc1cc(Cl)ccc1OCc1cc(C(=O)NCc2cc(C(C)C)no2)no1	-11	-7	-3	-0.3	5	6	i	-1	-2
c1ccc(CN=C2CCCc3ccccc3N2)cc1	-2	3	1	0.3	22	-4	i	-3	2
CCOC(=O)Cn1c(=O)n(Cc2ccco2)c(=O)c2ccc(C(=O)NCCc3ccccc3)cc21	7	-4	0	0.5	28	7	i	-2	-4
O=C(CCNc1ccc(Br)cc1)c1cccc([N+](=O)[O-])c1	3	-2	-2	0.9	7	64*	i	-1	-1
O=C(NCC(=O)N1CCN(C(c2ccccc2)c2ccccc2)CC1)c1ccccc1F	0	8	-3	0.1	-1	4	i	4	0
CCN1CCN(C(=O)/C=C/c2ccc(F)cc2)CC1	4	4	-2	-0.7	11	-3	i	0	-2
O=C(Nc1nc2ccc(Cl)cc2s1)c1ccc(N2CCCCC2)c([N+](=O)[O-])c1	-1	-7	-3	0.1	9	-4	i	-1	-3
CC(C)[C@@H](N)C(=O)NC[C@H]1O[C@@H](n2cnc3c(=O)[nH]c(N)nc32)[C@H](O)[C@@H]1O	5	-5	-1	-0.2	2	-8	i	0	0
CCOC(=O)c1c(NC(=O)CSc2nc3cc(Cl)ccc3c(=O)n2Cc2ccco2)sc(C(=O)N(C)C)c1C	-12	-6	1	0.9	1	41	i	-6	-33
COC(=O)[C@]1(Cc2ccccc2)N[C@H](CN(C)C(=O)Nc2ccc(C(F)(F)F)cc2)[C@@H]2C(=O)N(C)C(=O)[C@@H]21	3	-1	-7	0.1	-10	5	i	-1	0
CCOc1cc(C=C(C(=O)OC)C(=O)OC)ccc1OCc1ccc([N+](=O)[O-])cc1	0	8	-4	0.7	-6	6	i	0	4
O=S(=O)(c1cccs1)n1cccn1	8	14	3	1.0	4	-5	i	3	-2
Cc1ccccc1OCC(=O)Nc1sc2c(c1C#N)CCC2	-10	2	0	0.0	5	-6	i	0	-3
O=C(NCC(c1ccco1)N1CCc2ccccc2C1)c1cccc(Br)c1 (stereo not drawn)	6	9	0	0.8	-11	15	i	-1	3
O=C1NCCCN1Cc1ccc(F)cc1	-1	-4	-3	0.0	-12	-2	i	1	0
Cc1ccc(Cl)cc1-c1cc(C(=O)N2CCc3ccccc3C2)[nH]n1	14	6	-3	0.9	12	27	i	-2	3
CC1(C(=O)NS(=O)(=O)Cc2ccccc2C(F)(F)F)CCN1C(=O)Cc1cccs1 (stereo not drawn)	3	-5	0	0.2	-7	-7	i	2	5
CCN(CC1CCCO1)C(=O)CCc1nnc(CCc2ccccc2OC)o1 (stereo not drawn)	-8	-7	-3	-0.7	-1	-11	i	-1	-2
Nc1sc2c(c1C(=O)NC1CCS(=O)(=O)C1)CCCC2 (stereo not drawn)	5	-30	-1	0.3	-2	-6	i	2	-5
Cn1cnnc1SC1c2cccc3cccc(c23)C1NS(=O)(=O)c1ccc(Cl)cc1 (stereo not drawn)	5	0	-2	0.7	4	-4	i	0	-1
Cc1ccc(NC(=O)c2ccc(Cl)c(N3C(=O)CCC3=O)c2)cc1	-6	-6	-2	0.8	-7	2	i	-5	3
CC(=O)c1ccc(Sc2nnc(C)s2)c([N+](=O)[O-])c1	1	-45	-4	0.0	-4	-5	i	4	0
COc1ccc(Br)cc1CNC(=O)c1ccc2c(c1)N(C)CCS2	-5	-8	-2	0.2	5	23	i	-18	-2
Fc1ccc(-n2c(-c3cc(C4CC4)[nH]n3)n[nH]c2=S)cc1Cl	3	3	-5	1.0	4	2	i	-2	3
Cc1ccc(-c2nc3ccccc3o2)cc1NC(=S)NC(=O)c1cccs1	-9	12	-1	-0.2	15	8	i	0	-2
CCOc1ncccc1C(=O)OCC(=O)Nc1ccc(Cl)cn1	-1	-7	-1	-0.8	15	0	i	1	-2
CCOc1ccc(N2CC(C(=O)NCCC3=CCCCC3)CC2=O)cc1 (stereo not drawn)	-3	11	-2	0.0	11	-1	i	1	1
Cc1cc([N+](=O)[O-])nn1CC(=O)NC(C)c1ccccc1 (stereo not drawn)	-12	0	-1	-0.5	0	4	i	-2	-9
c1ccc(OCCSc2nnc3sc4ccccc4n23)cc1	8	7	-1	-1.4	-1	13	i	3	0
COc1cccc(CNC(=O)C2CCC(CNc3c(N4CCC(C)CC4)c(=O)c3=O)CC2)c1 (stereo not drawn)	5	6	-3	1.5	3	4	i	-2	0
CN(C)c1ccc(C(C(=O)NC2CCCC2)N(C(=O)c2ccco2)C2CC2)cc1 (stereo not drawn)	-2	7	-3	1.3	-6	-1	i	2	-5
C/C(=C\c1ccccc1)C(=O)NC1CCSC1=O (stereo not drawn)	-6	9	-2	-1.2	-4	-3	i	-1	5

6 compounds from above, showing only FAS TE block and Neddylation inh:
SMILES | FAS TE block | Neddylation inh
Fc1ccc(-n2c(-c3cc(C4CC4)[nH]n3)n[nH]c2=S)cc1Cl | 2 | i
Cc1ccc(-c2nc3ccccc3o2)cc1NC(=S)NC(=O)c1cccs1 | 8 | i
CCOc1ncccc1C(=O)OCC(=O)Nc1ccc(Cl)cn1 | 0 | i
CCOc1ccc(N2CC(C(=O)NCCC3=CCCCC3)CC2=O)cc1 (stereo not drawn) | -1 | i
Cc1cc([N+](=O)[O-])nn1CC(=O)NC(C)c1ccccc1 (stereo not drawn) | 4 | i
c1ccc(OCCSc2nnc3sc4ccccc4n23)cc1 | 13 | i

Next compounds follow:
SMILES	eLon inh	CendR NRP1 mod	bovine MsrA act	MsrA inhibitor	SKN-1 block	FAS TE block	Neddylation inh	Rin1 Abl inh	MT1-MMP act inh
O=C1Nc2ccc([N+](=O)[O-])cc2C1(O)N1CCCCC1 (stereo not drawn)	4	4	-8	3.4	7	-2	i	-1	8
C=CCOc1ccc(/C=N/n2nnnc2N)cc1OC	4	4	-6	4.3	-5	-3	i	-1	6
CCc1nc(SCc2cc(Cl)ccc2OC)n[nH]1	-2	-13	-9	-0.6	-11	-3	i	4	13
COc1ccc(Br)cc1CNC(=O)C1CCCN(S(=O)(=O)N2CCC(C)CC2)C1 (stereo not drawn)	-2	18	-3	0.5	12	15	i	1	-12
NNC(=O)c1ccc(CN2C(=O)c3cccc4cccc2c34)cc1	1	13	-7	-0.2	-5	-6	i	0	1
CN(c1ccc(OCC(=O)OCC(=O)c2c(N)n(C)c(=O)n(C)c2=O)cc1)S(=O)(=O)c1ccc2ccccc2c1	-7	5	-11	1.2	-4	12	i	2	8
CCOC(=O)[C@H]1[C@H]2COc3ccc(Br)cc3[C@H]2N2C(=O)CNC(=O)[C@@]12C	3	11	-2	-1.8	1	-4	i	0	-2
c1ccc(Cn2ccnc2-c2ccco2)cc1	-8	-8	-3	0.1	11	-4	i	0	-3
CCN(CC)c1ccc(/C=N/NC(=O)Nc2nonc2N)cc1	-3	-11	-2	4.2	6	1	i	-1	0
CCCCCOc1ccc(C(=O)Nc2ccc(S(=O)(=O)Nc3cc(C)on3)cc2)cc1	3	8	-3	0.2	9	-1	i	0	-2
CC(=O)c1cc(O)c2ccccc2c1O	-1	-7	2	0.1	11	7	i	0	-19
CN(C)/C=N/c1nc(-c2ccc3ccccc3c2)cs1	-11	8	-3	0.5	26	14	i	-2	-2

Already shown: two of the compounds above.
SMILES	eLon inh	CendR NRP1 mod	bovine MsrA act	MsrA inhibitor	SKN-1 block	FAS TE block	Neddylation inh	Rin1 Abl inh	MT1-MMP act inh
CC(=O)c1cc(O)c2ccccc2c1O	-1	-7	2	0.1	11	7	i	0	-19
CN(C)/C=N/c1nc(-c2ccc3ccccc3c2)cs1	-11	8	-3	0.5	26	14	i	-2	-2

Other compounds follow:
SMILES	eLon inh	CendR NRP1 mod	bovine MsrA act	MsrA inhibitor	SKN-1 block	FAS TE block	Neddylation inh	Rin1 Abl inh	MT1-MMP act inh
Cc1cc(C)c[n+](C(C)C(=O)c2ccc(Cl)cc2)c1 (stereo not drawn)	-1	-3	-12	-0.7	-13	-7	i	1	·
COc1ccc(C2C=C(c3ccc(F)cc3)NC(=S)N2)cc1OC (stereo not drawn)	-1	4	-4	-0.3	6	-3	i	5	-2
COc1ccc(NC(=O)c2cnn(-c3ccccc3)c2C)c(OC)c1	-12	-4	-3	0.6	3	-2	i	-1	0
Cc1cc(C(=O)NNS(=O)(=O)c2cccc(Cl)c2)nn1C(C)(C)C	0	5	-3	0.7	-5	-3	i	2	0
Cc1ccccc1-c1nn(-c2ccc(F)cc2F)cc1CNC1CC1	1	17	-3	-1.1	-1	1	i	1	1
O=C(NCCc1c[nH]c2ccccc12)/C(=C\c1cccnc1)NC(=O)c1ccco1	7	4	-9	-1.5	-2	-14	i	-2	1
CN(C)S(=O)(=O)c1ccc(Cl)c(NC(=O)CN2C(=O)NC3(CCCC3)C2=O)c1	-7	0	-1	0.0	3	-1	i	0	0
Cc1cnc(C(=O)NCCc2ccc(C(F)(F)F)cc2)cn1	4	6	-2	1.2	4	-4	i	1	1
CCCCn1nnnc1C1(C)CCC(=O)N1Cc1ccco1 (stereo not drawn)	5	-5	-13	-0.1	3	-8	i	·	2
CSC1=N/C(=C/c2cccnc2)C(=O)N1Cc1ccccc1	14	-7	-6	1.8	9	-3	i	0	-1
O=C(NCCN1CCOCC1)c1cc(-c2ccccc2Cl)on1	2	3	-1	-0.6	1	-8	i	6	1
COc1c(/C=N/Nc2nc(N3CCCCC3)nc(N3CCCCC3)n2)cccc1[N+](=O)[O-]	-1	4	0	0.2	7	47	i	5	-2
COc1cccc(/C=C/c2nc(S(=O)(=O)c3ccccc3)c(N(C)C)o2)c1	1	0	0	0.0	6	25	·	1	-4
CCCC(=O)NC(c1ccccc1OC)c1ccc2cccnc2c1O (stereo not drawn)	1	-11	-2	·	-11	4	i	7.0*	7
CCN(Cc1ccccc1)C(=O)c1cccnc1	-6	-3	-5	-0.1	6	0	i	0	3
NNC(=O)c1ccccc1OCCOc1ccccc1	1	9	-5	-0.2	-11	-6	i	1	-5
Cc1c(CN(C)C)c2c(n1Cc1ccccc1)C(=O)c1ccc(Br)cc1-2	5	7	0	0.4	22	18	i	-5	0
CCCCNC(=O)C(=O)NCc1ccncc1	14	14	-1	-1.0	30	-6	i	-3	-2
Cc1c(C(=O)NCc2cccnc2)oc2ccc(S(=O)(=O)N3CCCCC3)cc12	-2	-4	-5	0.1	10	-7	i	2	-10
Cc1ccc(O)c(NC(=S)NC(=O)/C=C/c2ccco2)c1	-3	-22	-4	2.9	0	-5	i	2	-1
CCN(CC)C(=O)c1ccc(-c2nnc(Nc3ccc(C(=O)N(C)C)cc3)c3ccccc23)cc1	1	-6	-5	4.2	1	-3	i	-3	3
CCC1(C)Cc2c(sc3c2c(=O)n(C)c2nnc(SCC(=O)c4ccccc4)n32)CO1 (stereo not drawn)	-8	-16	-2	-0.3	-8	-10	i	1	3

Assay outcomes from PubChem.
